# Compound activity (PubChem BioAssay)
# TCR CD3 inh = inhibitors of human TCR-CD3 interaction, primary screen, biochemical, fluorescence, TAMRA-labeled TCR probe; T-cell receptor (TCR); inhibition, % at 9.4 µM; actives 0.37% (n = 360,000); AID 651800, 2012; in the data active = inhibition above about 19%;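 also: recombinant mutant TCR 2C K166C tagged with TAMRA read by polarization; 0% = receptor in buffer alone and 100% = receptor with positive control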
# LEDGF integ inh = blockers of LEDGF/p75-dependent integrase strand transfer – biochemical, TR-FRET, high throughput, primary screen | TR-FRET IN-LEDGF/p75 DNA integration, Eu/Cy5 | inhibition, % at 3.7 µM | actives 0.64% (n = 370,000);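 active = inhibition above the screen-wide mean plus 3 SD, cut at about 13% in these data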;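 also: signal is the Cy5 over europium emission ratio at 671 and 618 nm; 0% = plate median of compound wells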
# MBD2 DNA inh = inhibitors of MBD2 binding to methylated DNA, primary screen, biochemical, TR-FRET, DNA-binding domain, human | actives 0.31% (n = 370,000) | MBD2 binding to methylated oligonucleotide | Methyl-CpG-binding domain protein 2 (Homo sapiens), Q9UBB5 | inhibition, % at 4.4 µM; in the data active = inhibition above about 13%
# DDE Tn6 FP inh = inhibitors of Tn6 peptide binding to fibrin DD(E), primary screen, biochemical, fluorescence polarization, human fibrin, Tn6 probe; AID 720509, 2013; Fibrin DD(E) TRITC-Tn6 fluorescence polarization displacement; actives 0.21% (n = 370,000); inhibition, % at 8.3 µM;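 active = inhibition above a per-campaign cutoff: mean of compounds within control limits plus 3 SD, cut at about 15% in these data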;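 also: 0% = median of all compound wells on the plate and 100% = blocking peptide control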
# Tn7 DDE FP = inhibitors of Tn7 peptide binding to fibrin DD(E), primary screen, biochemical, fluorescence polarization, human fibrin, Tn7 probe | FP displacement of FITC-Tn7 peptide from fibrin DD(E); 0% = median of compound wells per plate | inhibition, % at 8.3 µM | actives 0.13% (n = 370,000) | AID 720508, 2013;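 active = inhibition above the mean of compounds falling within the control limits plus 3 SD of them, cut at about 14% in these data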;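 also: 0% = plate median of compound wells and 100% = 10 µM Aha-Tn7 peptide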
#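 Test system: human clot-derived fibrin DD(E) complex / Quantity: 2 µM final DD(E) protein / Incubation: 10 min plus 3 h, room temperature / Measured by: fluorescence polarization / Benchmarks: high control of 10 µM Aha-Tn7 peptide / Replicates: singlicate testing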
# PRMT1 inh = PRMT1 methyltransferase inhibitors, primary screen, biochemical, fluorescence polarization | Protein arginine N-methyltransferase 1 (Homo sapiens), Q99873 | recombinant PRMT1, activity-based probe fluorescence polarization | inhibition, % at 2.79 µM | actives 1.3% (n = 370,000) | AID 652257, 2013;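 active = inhibition above about 21% made by adding two undisclosed values, limit read from the data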
# Target sequence (Q99873 whole entry, looked up): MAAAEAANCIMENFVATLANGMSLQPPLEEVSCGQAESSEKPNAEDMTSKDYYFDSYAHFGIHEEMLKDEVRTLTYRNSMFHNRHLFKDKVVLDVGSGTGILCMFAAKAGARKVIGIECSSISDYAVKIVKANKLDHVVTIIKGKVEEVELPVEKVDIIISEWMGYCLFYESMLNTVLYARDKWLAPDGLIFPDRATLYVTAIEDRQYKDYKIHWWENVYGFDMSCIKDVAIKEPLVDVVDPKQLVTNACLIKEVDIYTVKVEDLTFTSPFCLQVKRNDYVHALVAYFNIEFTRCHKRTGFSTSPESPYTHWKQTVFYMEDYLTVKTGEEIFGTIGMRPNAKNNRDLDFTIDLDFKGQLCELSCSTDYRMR
# UHRF1 MBD2 ctr = UHRF1 methylated DNA binding inhibitors, primary screen, counter-screen for MBD2 inhibitor project, biochemical, TR-FRET, human UHRF1, single concentration. UHRF1 binding to methylated oligo. inhibition, % at 4.4 µM. E3 ubiquitin-protein ligase UHRF1 (Homo sapiens), Q96T88. actives 0.75% (n = 370,000). AID 687016, 2013; in the data active = inhibition above about 21%;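 also: UHRF1 SRA domain binding a hemimethylated CpG hairpin DNA probe; 0% = median of test compound wells and 100% = reference inhibitor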
# TDP2 absorb = human TDP2 enzyme inhibitors, primary screen, biochemical, epi absorbance, recombinant enzyme; T5PNP hydrolysis, p-nitrophenol absorbance 415 nm; inhibition, % at 12.8 µM; actives 0.34% (n = 370,000); AID 720702, 2013;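 active = inhibition above the mean of all tested compounds plus 3 SD, set per campaign, cut at about 25% in these data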;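 also: 0% = DMSO with enzyme and 100% = buffer with substrate but no TDP2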
#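 Test system: human TDP2 enzyme; Input: 120 nM TDP2 per well; Buffer or medium: Mg2+-containing Tris-HCl buffer, pH 7.5; Reagent: 5 mM T5PNP; Dosing: 12.8 µM single point, 1% DMSO; Incubation: reaction 2 h, 37 °C; Detection: p-Nitrophenol epi absorbance; Read-out: % inhibition relative to enzyme-containing and enzyme-free wells; Replicates: single well per compound.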
# SIAE primary = human SIAE inhibitors, primary screen, biochemical, fluorescence polarization, FP-Rh probe, 1536-well HTS | actives 0.69% (n = 370,000) | Sialate O-acetylesterase (Homo sapiens), Q9HAT2 | inhibition, % at 9.66 µM | SIAE FP-Rh probe binding;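 active = inhibition above a cutoff: mean of compounds within the control limits plus 3 SD of those, cut at about 17% in these data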;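 also: 0% = plate median of compound wells and 100% = probe without SIAE protein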
# Target sequence (Q9HAT2 whole entry, looked up): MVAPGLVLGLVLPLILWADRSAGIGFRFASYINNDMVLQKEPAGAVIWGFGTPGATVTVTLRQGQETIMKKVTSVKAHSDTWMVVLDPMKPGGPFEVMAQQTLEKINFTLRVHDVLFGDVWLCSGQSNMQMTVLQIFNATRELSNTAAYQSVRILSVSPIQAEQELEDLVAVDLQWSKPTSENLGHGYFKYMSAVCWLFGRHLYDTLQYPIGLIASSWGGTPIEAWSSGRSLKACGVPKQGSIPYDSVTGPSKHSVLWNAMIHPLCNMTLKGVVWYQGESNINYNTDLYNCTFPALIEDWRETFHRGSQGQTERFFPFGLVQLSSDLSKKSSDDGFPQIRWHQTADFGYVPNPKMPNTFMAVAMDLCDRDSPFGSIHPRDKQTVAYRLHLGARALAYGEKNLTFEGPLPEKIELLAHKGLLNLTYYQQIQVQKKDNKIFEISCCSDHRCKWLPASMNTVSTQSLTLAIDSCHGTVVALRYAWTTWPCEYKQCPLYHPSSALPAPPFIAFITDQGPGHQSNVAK
# proKLK7 act = proKLK7 zymogen activators, primary screen, biochemical, fluorescence intensity. purified proKLK7, EDANS-DABCYL substrate fluorescence; 100% is mature enzyme control, 0% vehicle. activation, % at 7 µM. actives 0.9% (n = 370,000);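 active = activation above the mean of all tested compounds plus 3 SD, computed per campaign excluding outliers beyond control limits, cut at about 13% in these data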
# Active calls of the source: *; · = not tested or not shown.
SMILES,TCR CD3 inh,LEDGF integ inh,MBD2 DNA inh,DDE Tn6 FP inh,Tn7 DDE FP,PRMT1 inh,UHRF1 MBD2 ctr,TDP2 absorb,SIAE primary,proKLK7 act
COc1cc(/C=N\NC(=O)Cn2nnc3ccccc32)cc(OC)c1OC,12,-3,-3,-11,2,2,-3,-13,3,-0.1
CCOc1ccc(NCc2cccn2-c2nnc(N3CCC(C(=O)NCCCN4CCCCC4)CC3)s2)cc1,1,-1,3,-1,-2,3,0,11,9,1.2
O=C(Cn1nnc(-c2ccc3c(c2)OCO3)n1)Nc1ccccc1C(=O)O,4,4,2,0,-5,1,0,-28,-11,-0.8
CCOc1ccc(NC(=O)CN(C)C(=O)Cc2ccc3c(c2)OCCO3)cc1OCC,0,-1,4,10,2,0,-2,-6,-2,-0.3
O=[N+]([O-])c1ccc(/C=C/c2ccc3cccc([N+](=O)[O-])c3n2)cc1,6,2,-6,0,-11,-4,0,-4,-2,-0.5
COc1cc(NC(=S)NCCc2ccccc2)c(OC)cc1NC(=O)CC(C)C,-8,-1,1,7,10,2,1,5,5,-0.5
O=C(CN1C(=O)COc2ccc(S(=O)(=O)N3CCCCC3)cc21)NCc1ccc(F)cc1,4,-1,1,3,7,2,0,-3,-10,0.4
C=CCn1c(SCC(=O)Nc2ccc(F)cc2F)nnc1-c1cnccn1,0,-2,0,3,0,4,2,19,0,-0.7
CC(=O)Nc1cccc(-c2ccnc3c2CC(C)(C(=O)Nc2ccc(Cl)cc2)O3)c1 (stereo unspecified),0,2,6,-7,-2,4,2,-16,-14,0.8
C/C(=N/NC(=O)C(O)(c1ccccc1)c1ccccc1)c1ccc([N+](=O)[O-])o1,7,2,-3,-6,-2,3,0,-4,2,-0.9
CCCCNc1cc(NC(C)=O)cc2cc(OC)c(OC)cc12,7,-4,-3,2,2,4,-2,30*,2,0.1
Cn1c(N)c(C(=O)COC(=O)c2cnc(Cl)c(Cl)c2)c(=O)n(C)c1=O,-6,2,6,-1,3,1,2,5,2,-0.6
Cc1c(C(=O)NNC(=O)c2csc(N3CCOCC3)n2)oc2ccc(Br)cc12,2,2,-4,1,-7,-5,0,1,-3,-0.5
CCOC(=O)[C@]12CCCCC/C=C\1N(Cc1ccc(OC)cc1)C(=O)[C@H]2CC(=O)N1CCCCC1,·,5,0,-3,-6,0,-2,-12,-3,-0.3
Cc1nc2ccc(NC(=O)c3ccc(Cl)c(S(=O)(=O)N(C)c4ccccc4)c3)cc2s1,-2,-2,-3,-4,-2,0,-1,5,4,0.8
COc1ccc(CC(=O)N2CCN(c3ccccn3)CC2)cc1OC,1,-2,0,-6,4,3,2,-5,-3,-0.4
O=c1cc(CSc2nnc(NC3CCCCC3)s2)nc2sccn12,-3,-8,3,-3,3,2,3,-6,-1,-0.4
COc1ccc(-n2c(-c3ccc(C(C)(C)C)cc3)n[nH]c2=S)c(OC)c1,3,0,-2,-7,7,10,5,3,-1,0.3
O=C(COc1ccc(Br)cc1)N/N=C1/SCC(=O)N1Cc1ccccc1,10,-1,-9,5,5,-2,1,10,0,1.1
C/C(=N\Nc1ccc([N+](=O)[O-])cc1)c1ccc(N2CCOCC2)cc1,-2,-3,3,-1,-2,-5,7,8,3,-0.5
CCCn1nc(CC(=O)O)c2ccccc2c1=O,-2,2,4,0,-2,1,5,5,2,-0.4
COC(=O)c1sccc1N(C)S(C)(=O)=O,-1,-7,-2,4,2,3,-1,-4,7,0.1
CN(C)c1ccc(C(=O)N2CCC2(C)C(=O)O)cc1 (stereo unspecified),-8,-4,-1,-7,0,1,-1,3,2,0.5
CN(C)S(=O)(=O)c1cccc(C(=O)Nc2ccc(C(=O)Nc3cccc(S(N)(=O)=O)c3)cc2)c1,-1,-1,5,-7,8,-2,-1,7,-22,0.2
COCCNc1nnc(SCC(=O)NC2CCCCC2)s1,1,-2,-3,-3,-6,2,-1,-7,-1,-0.8
Cc1cc(NC(=O)c2c([N+](=O)[O-])c(C)nn2C)no1,4,-3,-3,4,4,-2,-1,-4,-7,0.4
COc1ccccc1CN1CCC(n2nccc2NC(=O)CCc2ccccc2)CC1,6,6,-2,-8,-4,-3,1,1,-2,0.5
Cc1ccc2nc(Cl)c(CN(C(=O)c3cnccn3)C3CCCCC3)cc2c1,-4,0,0,-6,-2,-1,2,3,-6,0.9
O=C(COc1ccccc1)Nc1nnc(-c2ccccc2Cl)o1,0,1,-4,-3,1,-1,0,-4,-9,0.4
CCCC/C=C/C(NC(=O)CCc1ccccc1)c1ccccc1 (stereo unspecified),7,-2,4,-6,4,0,11,-11,3,0.8

# Limited to TDP2 absorb, SIAE primary and PRMT1 inh, for some of the entries so far:
compound	TDP2 absorb	SIAE primary	PRMT1 inh
COc1ccc(CC(=O)N2CCN(c3ccccn3)CC2)cc1OC	-5	-3	3
O=c1cc(CSc2nnc(NC3CCCCC3)s2)nc2sccn12	-6	-1	2
COc1ccc(-n2c(-c3ccc(C(C)(C)C)cc3)n[nH]c2=S)c(OC)c1	3	-1	10

# (continued)
SMILES,TCR CD3 inh,LEDGF integ inh,MBD2 DNA inh,DDE Tn6 FP inh,Tn7 DDE FP,PRMT1 inh,UHRF1 MBD2 ctr,TDP2 absorb,SIAE primary,proKLK7 act
O=C(N/N=C/c1ccc(-c2ccccc2)o1)c1ccccc1O,3,1,0,-4,3,4,-3,-8,1,0.1
COC(=O)C(O)(CC(=O)Nc1ccc(Cl)cc1F)C(F)(F)F (stereo unspecified),8,3,3,1,-5,-1,20,6,8,-0.1
Cc1ccc(S(=O)(=O)N(C)C)cc1NC(=S)NC12CC3CC(CC(C3)C1)C2,9,4,-3,-2,-4,1,-3,-11,7,-0.1
O=C(NCCc1ccc(Cl)cc1)C1CC(=O)N(CCc2ccccc2)C1 (stereo unspecified),13,0,-1,4,-6,-1,1,1,0,0.5
CCOc1ccc(N2C(=O)CC(NC3CCN(C(=O)c4ccc(F)cc4)CC3)C2=O)cc1 (stereo unspecified),-3,0,-1,-4,-4,53*,-1,9,4,-12
CC(C)C(NC(=O)c1ccco1)C(=O)NCC(c1ccco1)N(C)C (stereo unspecified),-4,5,-7,-3,-7,-1,-2,-5,2,0.1
CC(C)Sc1cc(N2CCCC2)nc(-c2ccc(F)cc2)n1,-1,3,3,-5,-1,0,0,-11,7,0.3
CC(/C=C/c1ccco1)=N\NC(=O)c1cc(Cl)ccc1O,8,1,5,-7,-7,4,-1,-6,10,1.6
O=C1C2CC=CCC2C(=O)N1c1ccc(NCCc2cccc(F)c2)c([N+](=O)[O-])c1 (stereo unspecified),-4,14*,3,1,3,2,3,-1,-3,-0.2
CCCS(=O)(=O)NC(=O)C1(C)CCN(C(=O)c2ccc(OC)cc2OC)C1 (stereo unspecified),-5,-4,5,-10,0,4,0,9,7,-1.2
O=C(NNc1ccccc1)C(=O)NNS(=O)(=O)c1ccc([N+](=O)[O-])cc1,2,0,5,1,-2,2,-3,1,4,0.0
COc1ccc(OCC(=O)OCC(=O)N2CC(=O)Nc3ccccc32)cc1,-8,-7,0,1,0,6,3,-10,-7,0.5
CCn1c(-c2cc3c(C(F)(F)F)nn(C)c3s2)n[nH]c1=S,1,1,7,3,-10,7,0,-10,5,-20
CCc1ccc(C(=O)c2oc3nc(C)cc(C)c3c2N)cc1,7,-2,5,2,0,0,14,1,-2,0.6
Cc1ccc(NC(=O)CSc2nc3ccccc3c(=O)n2CC2CCCO2)cc1 (stereo unspecified),2,0,0,3,6,1,0,5,3,0.2
O=C(NCCCN1CCOCC1)c1ccc2c(c1)N(Cc1ccc(F)cc1)CCS2,6,2,3,8,-1,1,1,-9,2,-12
CCN(C(=O)CN1CCN(c2ccc(O)cc2)CC1)c1c(N)n(Cc2ccccc2)c(=O)[nH]c1=O,6,6,1,-13,-10,27*,-2,3,6,0.4
O=S(=O)(c1ccccc1OC(F)(F)F)N1CCN(c2ccnc3cc(Cl)ccc23)CC1,8,5,-2,1,7,-1,7,8,-11,-1.0
CCCN(C(=O)/C=C/c1ccc(S(=O)(=O)N(CC)CC)cc1)C1CCS(=O)(=O)C1 (stereo unspecified),-9,-7,5,-8,0,3,1,-1,0,-0.4
O=C(O)Cc1ccc(NC(=O)Nc2cccc(Cl)c2)cc1,1,-2,1,0,8,3,3,-8,0,0.6
CN(CC(=O)Nc1ccc(Cl)cc1)S(=O)(=O)c1ccc2c(c1)n(C)c(=O)c(=O)n2C,-2,-3,-2,3,-2,1,3,-5,1,0.9
CC(=O)Nc1c(-c2cc(=O)oc3cc(C)ccc23)oc2ccccc12,4,7,2,1,-10,-3,-1,-14,-12,1.4
COCCN(Cc1cc2cc3c(cc2nc1Cl)OCO3)C(=O)c1ccc(C)cc1,-2,2,2,6,-1,-3,1,2,1,0.0
COc1ccccc1NC(=O)CSc1nnc2ccc(-c3ccccn3)nn12,-6,0,1,-1,-2,-2,-1,4,13,0.1
COc1ccccc1NC(=S)NCCc1c[nH]c2ccccc12,1,-3,3,8,3,0,0,4,3,0.1
CSc1ccc(-c2csc(N3CCC(C(N)=O)CC3)n2)cc1,·,2,2,-1,4,-1,2,16,-1,·
O=C(O)CCCNC(=O)/C(=C\c1ccc(Cl)cc1)NC(=O)c1ccccc1Br,-3,-1,-1,-6,2,0,0,9,-4,-0.3
C=CCN1C(=O)N(c2ccccc2)C(=O)C1CC(=O)Nc1ccc(OC)cc1 (stereo unspecified),3,6,1,1,-14,-1,3,-15,-5,-0.2
Cc1ccc(C(=O)CCC(=O)N2CCN(C(=O)c3ccco3)CC2)cc1,-4,-6,-3,-15,-2,3,5,0,1,-0.5
CC1=C(C(=O)N2CCCC(CCC(=O)NCc3ccc(F)c(F)c3)C2)OCCO1 (stereo unspecified),3,-10,3,1,-1,6,3,-12,4,-0.1

# Looked up above.
# MBD2 DNA inh result of COc1ccccc1NC(=O)CSc1nnc2ccc(-c3ccccn3)nn12 is entered as 1
# DDE Tn6 FP inh result of Cc1ccc(C(=O)CCC(=O)N2CCN(C(=O)c3ccco3)CC2)cc1 is entered as -15

# This is a random part of the collection, and some 4.6% of all compounds hit somewhere here.
